MazEF act = MazEF (E. coli) toxin RNase activation. actives 0.32% (n = 350,000). activation, % at 20 µM. FAM/BHQ RNA-DNA oligo cleavage fluorescence, 5 h. P0AE70; in the data active = activation above about 50%
Target sequence (P0AE70 whole entry, looked up): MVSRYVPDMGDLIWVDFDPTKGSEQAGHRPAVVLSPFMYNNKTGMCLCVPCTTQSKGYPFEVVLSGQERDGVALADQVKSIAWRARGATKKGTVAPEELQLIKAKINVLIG
DUSP3 inh = inhibitors of human VHR1 phosphatase (DUSP3) | recombinant VHR phosphatase, pNPP absorbance | inhibition, % at 13.3 µM | actives 0.52% (n = 290,000); in the data active = inhibition above about 50%; note: some compounds called inactive have numbers as strong as hits
GDH-TPI counter = inhibits GDH-TPI coupling enzymes, artifact for Mtb FBA screen; actives 1.2% (n = 360,000); inhibition, % at 4.8 µM; GDH-TPI coupled enzyme counterscreen, NADH absorbance; in the data active = inhibition above about 30%;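 note: 0% = DMSO wells and 100% = wells lacking the enzyme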
Vc quorum ag = quorum light induction in luxS cqsA deficient V. cholerae; actives 0.16% (n = 350,000); activation, % at 18.7 µM; AID 588436; V. cholerae BH1578 lux reporter, luminescence, 6 h; in the data active = activation mostly above about 9.7%, no sharp cut-off; note: not every result past the cut was called active; inactives centre near 0; reference of the scale not given here
Mtb UGM inh = inhibitors of M. tuberculosis UDP-galactopyranose mutase; actives 0.06% (n = 320,000); inhibition, % at 10 µM; P9WIQ1; purified UGM, fluorescence polarization probe displacement; in the data active = inhibition above about 10%, passing the limit was not always enough
Target sequence (P9WIQ1 whole entry, looked up): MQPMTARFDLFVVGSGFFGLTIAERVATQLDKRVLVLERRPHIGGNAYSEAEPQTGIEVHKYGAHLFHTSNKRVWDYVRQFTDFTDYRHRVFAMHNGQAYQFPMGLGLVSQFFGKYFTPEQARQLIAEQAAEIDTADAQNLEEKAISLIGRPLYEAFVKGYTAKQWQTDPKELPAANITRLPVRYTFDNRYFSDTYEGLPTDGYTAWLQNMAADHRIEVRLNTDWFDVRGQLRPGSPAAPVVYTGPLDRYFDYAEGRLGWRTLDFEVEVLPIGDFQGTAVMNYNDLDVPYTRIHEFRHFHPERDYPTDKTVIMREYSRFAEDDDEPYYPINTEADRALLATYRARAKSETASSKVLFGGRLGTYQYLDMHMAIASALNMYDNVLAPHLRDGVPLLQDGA
SARS 3CLpro inh = SARS-CoV 3CLpro protease inhibition. actives 0.14% (n = 290,000). recombinant SARS-CoV 3CLpro, quenched FRET peptide cleavage. inhibition, % at 6 µM. AID 1706; in the data active = inhibition above about 12%
BioA inh = BioA (M. tuberculosis) enzyme inhibition. inhibition, % at 9.99 µM. actives 0.096% (n = 360,000). purified M. tuberculosis BioA enzyme, plate reader; in the data active = inhibition above about 40%
SSB-PriA inh = inhibitors of Klebsiella pneumoniae PriA binding to SSB C-terminal tail; inhibition, % at 33 µM; actives 0.6% (n = 430,000); AlphaScreen SSBct-PriA binding, biotinylated peptide; AID 1272365; in the data active = inhibition mostly above about 37%, no sharp cut-off; inactive = mostly below about 20%;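 note: plate controls were negative control peptide for no effect and reference peptide for full effect; strong numbers were not always called active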
Rv3671c protease = inhibits the M. tuberculosis serine protease Rv3671c. P9WHR9. inhibition, % at 5.96 µM. actives 0.048% (n = 320,000). AID 2606; in the data active = inhibition above about 38%;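 note: extracellular domain of Rv3671c used as enzyme; 0% = enzyme with DMSO and 100% = no enzyme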
Mtb FBA inh = inhibits M. tuberculosis FBA enzyme; P9WQA3; actives 2.3% (n = 360,000); AID 588726; inhibition, % at 1 µM; purified M. tuberculosis FBA, fluorescence read-out; in the data active = inhibition above about 27%;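 note: 0% = vehicle and 100% = reference inhibitor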
Target sequence (P9WQA3 whole entry, looked up): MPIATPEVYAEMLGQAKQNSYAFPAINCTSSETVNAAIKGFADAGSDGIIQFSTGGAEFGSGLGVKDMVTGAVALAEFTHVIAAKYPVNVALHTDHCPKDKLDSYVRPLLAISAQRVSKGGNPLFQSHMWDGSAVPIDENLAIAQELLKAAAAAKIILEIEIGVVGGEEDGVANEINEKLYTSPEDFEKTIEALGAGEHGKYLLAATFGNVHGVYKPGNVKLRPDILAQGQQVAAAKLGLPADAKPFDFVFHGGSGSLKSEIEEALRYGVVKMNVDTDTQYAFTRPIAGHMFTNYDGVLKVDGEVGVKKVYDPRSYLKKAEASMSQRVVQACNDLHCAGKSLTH
The depositor's hits bear a star; i = inactive; nt = not tested or not shown; & = joins results of further samples. An excerpt. The share of hits here may be higher or lower than overall.

The opening twelve compounds, to show the layout:
SMILES	MazEF act	DUSP3 inh	GDH-TPI counter	Vc quorum ag	Mtb UGM inh	SARS 3CLpro inh	BioA inh	SSB-PriA inh	Rv3671c protease	Mtb FBA inh
CCOc1ccc(/C(O)=C2/C(=O)C(=O)N(CCCn3ccnc3)C2c2cccs2)cc1Cl (configuration not stated)	3	34	9	i	-1.2	-4	-0.9	nt	2	0
CCOC(=O)C1CCN(C(=O)CN(c2ccc3c(c2)OCCO3)S(=O)(=O)c2ccccc2)CC1	1	nt	7	-0.7	-3.2	nt	nt	1	3	0
COCCn1c(SCC(=O)NC(C)c2ccccc2)nc2ccccc21 (configuration not stated)	0	26	-4	0.3	-3.6	-7	0.3	-8	-8	-1
Cn1ccnc1SCC(=O)Nc1ccc(F)c([N+](=O)[O-])c1	3	0	-5	i	6.4	-4	nt	3	0	-2
NS(=O)(=O)c1ccc(Nc2nc(-c3cccnc3)cs2)cc1	5	12	11	0.2	0.9	0	-0.5	-8	nt	1
COc1ccc(CCNC(=O)CCc2cn(C)c3ccccc23)c(OC)c1	-7	-12	8	-6.7	-1.2	-3	-1.6	-1	-5	3
COc1ccc(OC)c(NC(=O)CN2CCN(C(=O)c3ccco3)CC2)c1	-8	3	-1	-2.0	2.9	0	1.2	-4	-5	3
COc1ccc(OCc2cc(C(=O)N3CCC(OC)CC3)no2)c2ccccc12	0	14	1	i	-0.8	-2	0.2	5	-2	4
Cc1cc(=O)n2c3ccccc3n(CC(O)CN3CCN(Cc4ccccc4)CC3)c2c1C#N (configuration not stated)	7	8	1	1.3	0.6	-4	1.2	-8	-8	8
COc1ccc(S(=O)(=O)NNC(=O)c2ccc(-n3c(C)ccc3C)cc2)cc1	6	13	-1	-0.5	2.1	3	0.0	8	7	1
Cc1ccc(CNC(=O)CSc2c3c(nc4ccc(Cl)cc24)CCCC3)o1	10	16	3	-0.3	1.3	6	nt	1	-10	-1
COc1ccc(-c2cc(C(F)(F)F)c(C#N)c(SCC(=O)Nc3ccc(C)cc3)n2)cc1	-52	30	1	i	0.2	1	2.4	-7	1	5

The listing, repeating the preview:
SMILES	MazEF act	DUSP3 inh	GDH-TPI counter	Vc quorum ag	Mtb UGM inh	SARS 3CLpro inh	BioA inh	SSB-PriA inh	Rv3671c protease	Mtb FBA inh
CCOc1ccc(/C(O)=C2/C(=O)C(=O)N(CCCn3ccnc3)C2c2cccs2)cc1Cl (configuration not stated)	3	34	9	i	-1.2	-4	-0.9	nt	2	0
CCOC(=O)C1CCN(C(=O)CN(c2ccc3c(c2)OCCO3)S(=O)(=O)c2ccccc2)CC1	1	nt	7	-0.7	-3.2	nt	nt	1	3	0
COCCn1c(SCC(=O)NC(C)c2ccccc2)nc2ccccc21 (configuration not stated)	0	26	-4	0.3	-3.6	-7	0.3	-8	-8	-1
Cn1ccnc1SCC(=O)Nc1ccc(F)c([N+](=O)[O-])c1	3	0	-5	i	6.4	-4	nt	3	0	-2
NS(=O)(=O)c1ccc(Nc2nc(-c3cccnc3)cs2)cc1	5	12	11	0.2	0.9	0	-0.5	-8	nt	1
COc1ccc(CCNC(=O)CCc2cn(C)c3ccccc23)c(OC)c1	-7	-12	8	-6.7	-1.2	-3	-1.6	-1	-5	3
COc1ccc(OC)c(NC(=O)CN2CCN(C(=O)c3ccco3)CC2)c1	-8	3	-1	-2.0	2.9	0	1.2	-4	-5	3
COc1ccc(OCc2cc(C(=O)N3CCC(OC)CC3)no2)c2ccccc12	0	14	1	i	-0.8	-2	0.2	5	-2	4
Cc1cc(=O)n2c3ccccc3n(CC(O)CN3CCN(Cc4ccccc4)CC3)c2c1C#N (configuration not stated)	7	8	1	1.3	0.6	-4	1.2	-8	-8	8
COc1ccc(S(=O)(=O)NNC(=O)c2ccc(-n3c(C)ccc3C)cc2)cc1	6	13	-1	-0.5	2.1	3	0.0	8	7	1
Cc1ccc(CNC(=O)CSc2c3c(nc4ccc(Cl)cc24)CCCC3)o1	10	16	3	-0.3	1.3	6	nt	1	-10	-1
COc1ccc(-c2cc(C(F)(F)F)c(C#N)c(SCC(=O)Nc3ccc(C)cc3)n2)cc1	-52	30	1	i	0.2	1	2.4	-7	1	5
O=S(=O)(NCCc1cn2ccccc2n1)c1cccs1	6	-20	8	1.1	0.9	-5	0.1	-12	2	3
O=C(CSc1nnnn1-c1ccc(Cl)cc1)Nc1cccnc1Cl	3	-10	4	-0.1	-1.0	3	-0.1	-5	-7	0
CN(CC(=O)Nc1ccccc1Cl)C(=O)CN1C(=O)C2CCCCC2C1=O (configuration not stated)	-12	nt	6	-2.3	0.2	nt	-0.1	4	-10	4
CCc1ccc(CN(C)C(=O)c2cc(S(=O)(=O)N3CCN(CC)CC3)ccc2Cl)cc1	4	nt	2	0.1	-0.4	nt	nt	-6	1	7
Cc1cc2oc(C(=O)N(Cc3ccco3)C3CCS(=O)(=O)C3)cc(=O)c2cc1Cl (configuration not stated)	8	5	13	5.3	-0.6	-3	19	-14	2	-1
COc1cccc(N2CCN(C(=O)c3ccc(N4C(=O)NC5CC4(C)Oc4ccccc45)cc3)CC2)c1 (configuration not stated)	8	10	8	-1.3	0.5	2	-0.7	-3	-2	-1
NC(=O)c1ccc(-n2nnnc2SCc2ccccc2)cc1	-1	4	0	i	3.9	1	-8.6	-12	5	0
CCC(C)OC(=O)c1[nH]c2c(c1C)C(=O)CC(c1ccc(N(C)C)cc1)C2 (configuration not stated)	17	-2	10	-0.4	-1.3	-2	-0.1	1	-5	-1
O=C(c1cc2ccccc2o1)N1CCC(N2CCC(C(=O)N3CCCC3)CC2)CC1	-25	14	7	-1.4	3.3	-2	nt	4	-9	2
COC(=O)C1=C(CSc2nncn2C)NC(=O)NC1c1cc(C)ccc1C (configuration not stated)	0	-4	-4	-0.8	-0.3	1	-1.1	-9	1	3
COc1cc(OC)cc(-n2nnnc2SCC(=O)NCc2cccs2)c1	-1	-17	9	-0.4	-0.1	0	nt	0	2	-3
C[C@H](NC(=O)c1nc[nH]c1C(=O)NC[C@@H](C)O)c1ccccc1	3	nt	10	-0.4	nt	nt	0.7	nt	nt	-2
COc1ccc(C(=O)Nc2ccc(SC(F)F)cc2)cc1	4	-10	12	-0.2	3.5	6	nt	6	-2	1
SMILES	MazEF act	DUSP3 inh	GDH-TPI counter	Vc quorum ag	Mtb UGM inh	SARS 3CLpro inh	BioA inh	SSB-PriA inh	Rv3671c protease	Mtb FBA inh
NS(=O)(=O)c1ccc(NC(=O)/C=C/c2ccccc2[N+](=O)[O-])cc1	12	15	6	-0.2	0.8	-4	nt	-5	2	-1
CC1CCc2nc(NC(=O)C3COc4ccccc4O3)sc2C1 (configuration not stated)	5	-10	10	-0.1	3.2	-1	0.4	16&-10	-8	2
Cc1cc(C(=O)OCC(=O)NC2CCS(=O)(=O)C2)c(C)n1-c1ccccc1 (configuration not stated)	0	7	-13	-11	-0.4	5	1.9	3	-10	-3
CCOC(=O)NCc1ccc(S(=O)(=O)Nc2ccccc2C)cc1	4	15	-4	i	1.1	-5	-0.4	-5	2	2
Brc1ccc(-c2nn[nH]n2)cc1	2	-4	4	-0.3	2.2	-5	-1.8	-7	-9	1
O=C(O)c1cc2c(o1)CCC/C2=N\O	-14	12	4	i	-0.7	0	-1.5	nt	-2	-2
O=C(Nc1ccc(F)cc1)Nc1nnc(-c2ccco2)s1	2	5	0	i	-0.9	-1	nt	4	-10	6
Cc1cccc(NC(=O)CSc2nc(N)c(NC(=O)c3cccs3)c(=O)[nH]2)c1	-4	-7	11	-0.2	6.7	2	-0.7	-10	-6	4
CC(O)CNc1nc2c(c(=O)n(C)c(=O)n2C)n1C/C=C/c1ccccc1 (configuration not stated)	1	15	4	i	-2.0	2	nt	-7	1	-1
CC(C)(C)NC(=O)Nc1cccc(Cl)c1Cl	-3	21	-4	i	1.4	6	nt	-16	1	2
COc1cc2c(cc1OC)CN(Cc1cc(=O)oc3c(C)c(C)ccc13)CC2	-4	49	3	i	-0.6	-12	nt	0	-14	10
COc1ccc(C(=O)NCCCN2CCOCC2)cc1S(=O)(=O)N1CCCc2ccccc21	9	-3	6	-0.3	-1.4	0	1.2	0	-3	6
O=C(NCc1ccc2c(c1)OCO2)c1cc2c(s1)CSC2	4	0	4	-0.1	-1.1	3	7.2	-6	1	1
O=C(CCc1c[nH]c2ccccc12)N1CCN(S(=O)(=O)c2ccc(F)cc2)CC1	2	nt	4	-5.0	nt	nt	-1.4	7	nt	0
CC(=O)c1ccc(N2CCN(C(=O)c3ccc4c(c3)OCO4)CC2)cc1	7	2	26	i	-9.0	5	91*	2	5	2
Cc1ccc(S(=O)(=O)N2CCC[C@H]2C(=O)NCc2ccccc2Cl)cc1	0	nt	2	-0.9	1.5	nt	-1.5	-11	1	-1
CC(C(=O)N1CCCc2ccccc21)N1CCN(c2ccccn2)CC1 (configuration not stated)	2	17	0	i	-2.3	-2	-2.3	-2	11	1
CCc1nc(N2CCN(C(C)=O)CC2)c2c3c(sc2n1)CCCC3	6	15	-8	-0.4	1.7	1	14	-6	nt	-1
C#CC[N+]1(C)C2CCC1CC(O)C2 (configuration not stated)	-21	3	-1	-2.1	1.7	-4	-0.8	-9	-7	4
Cn1c(=O)n(-c2ccccc2)c(=O)c2c3c(sc21)COC(C)(C)C3	6	39	2	-2.2	-1.1	0	0.3	-6	6	-2
Cc1oc(-c2cccc3ccccc23)nc1CN1CCC[C@H]1CO	8	4	2	i	1.0	4	nt	0	2	7
c1ccc(Nc2cccc(Nc3ccccc3)n2)cc1	2	29	14	i	2.3	4	-1.2	72*	-6	5
CC(C)(O)C(=O)N/N=C\c1ccc(OC/C=C/c2ccccc2)cc1	6	2	-2	i	1.1	-3	-2.5	nt	nt	2
COc1cc(C(=O)NCCc2nc3ccccc3n2C)cc(OC)c1OC	1	13	12	i	0.2	4	0.6	-12	3	0
COCCNS(=O)(=O)c1cccc2cccnc12	17	25	7	-0.5	1.2	nt	-1.2	-6	2	0
SMILES	MazEF act	DUSP3 inh	GDH-TPI counter	Vc quorum ag	Mtb UGM inh	SARS 3CLpro inh	BioA inh	SSB-PriA inh	Rv3671c protease	Mtb FBA inh
C[C@H](CCC(=O)O)[C@H]1CC[C@H]2[C@@H]3[C@H](O)C[C@@H]4C[C@H](O)CC[C@]4(C)[C@H]3C[C@H](O)[C@]12C	1&8&3	17	-4&-6&-3	-3.8&-0.3&0.8	0.8&-2.0&-2.0	0	1.5&0.9&2.6	2	-3&4&-2	-1&-3&-1
Cc1ccccc1-c1nc2c(s1)CCc1onc(-c3ccc(Cl)cc3)c1-2	1	nt	3	-0.4	3.1	nt	2.0	4	5	0
CCC(C)(C)NC(=O)C(c1ccccn1)N(C(=O)c1csnn1)c1ccc(C)c(C)c1 (configuration not stated)	5	8	10	-0.3	0.4	3	nt	9	-3	3
NS(=O)(=O)c1ccc(CCNC(=O)COC(=O)CCc2c[nH]c3ccccc23)cc1	-7	nt	8	i	0.8	nt	-0.8	-2	1	-1
COCCCn1c(SCC(=O)NC2CCCC2)nnc1-c1ccccc1	4	36	-12	-0.2	0.3	1	0.1	0	-2	-6
Cc1c(C(=O)N/N=C/C(C)C)[nH]c2ccc([N+](=O)[O-])cc12	10	56*	16	-0.2	0.5	-5	nt	nt	-45	2
O=c1c2ccccc2nc(-c2ccc(Cl)cc2)n1C1CCS(=O)(=O)C1 (configuration not stated)	6	nt	6	nt	-1.0	3	3.1	-6	1	2
Clc1ccc(-c2c[n+](Cc3cccc(Cl)c3)c3n2CCC3)cc1	6	-4	-8	-0.6	0.8	5	nt	5	-7	-3
